TGFb SMAD3 inh – TGF-b pathway inhibition. HepG2 CAGA-GFP TGF-b/SMAD3 reporter, GFP fluorescence, 18 h; TGF-beta stimulated, 500 pg/mL final. Potency, µM (titrated, usually from 46.1 µM), for inactives: top-dose activity, negative = inhibition, usual class: inhibitors. 1.2% of 410,000 active; note: potency is the fitted concentration of half-maximal effect; % is set by controls: 0 for no effect and ±100 for the full control effect; nearly all actives have a fitted effect of over 65% in size
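GFP signal (ex488/em500-530) from TGF-beta-stimulated HEPG2 CAGA-GFP cells, 500 pg/mL final, 18 h at 37 degrees C in DMEM plus 1% FBS, normalized to unstimulated and DMSO-stimulated controls.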
Nrf2 activator – Nrf2 pathway activation; AREc32 ARE-luciferase reporter (MCF7-derived line), luminescence, 24 h; Potency, µM (doses to about 46.1 µM), for inactives: top-dose activation, most hits filed as activators; 0.31% of 410,000 active; AID 624171; note: potency is the fitted concentration of half-maximal effect; % of control where 0% means no effect; nearly all actives have a fitted effect of over 65% in size
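For detection, Steady-Glo was added and plates sat 30 min at RT; before that, AREc32_Fluc cells grown overnight in OPTI-MEM/5% FBS had been treated with 23 nL compound for 24 hr at 37 deg C.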
HepG2 tox – kills HepG2 cells in TGF-b inhibitor counter-screen; HepG2 CAGA-GFP viability, ATP luminescence, 18 h; 0.76% of 410,000 active; Potency, µM (series often up to 46.1 µM), without a hit: at the top dose activity change, negative = cytotoxicity, usual class: cytotoxic; note: potency is the fitted concentration of half-maximal effect; some results filed as inactive show a strong effect at the top dose
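HepG2 CAGA-GFP cells (1000/well, DMEM with 1% FBS) received compound, then TGF-beta at 500 pg/mL final, and were incubated 18 hours at 37 degrees C. Viability was read by CellTiter-Glo luminescence. Media-only wells were set as complete cell-killing and DMSO as no toxicity.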
S2 tox – cell viability loss in ATXN counter-screen; S2 cells (HEK-293 line with an ATXN2-luciferase reporter) viability, CellTiter-Fluor protease fluorescence, 24 h; Potency, µM (doses to about 56.7 µM), hits mostly cytotoxic; 0.49% of 400,000 active; note: potency is the fitted concentration of half-maximal effect; nearly all actives have a fitted effect of over 40% in size
MCF10A rereplic – induces DNA re-replication in MCF 10a normal breast cells; MCF 10A DNA re-replication, Hoechst nuclear intensity, 48 h; Potency, µM (titrated, usually from 46.1 µM), for inactives: top-dose activity, positive = re-replication, actives largely listed as activators; 2.9% of 350,000 active; AID 624296; note: potency is the fitted concentration of half-maximal effect; % of control where 0% means no effect; nearly all actives have a fitted effect of over 50% in size
Nrf2 inh – blocks Nrf2 signaling. Potency, µM (top dose mostly 46 µM), for inactives: at the top dose activity change, negative = inhibition, actives largely listed as inhibitors. AID 504444. 2.1% of 360,000 active. A549 ARE-Fluc reporter, luciferase luminescence, 18-24 h; note: potency is the fitted concentration of half-maximal effect; % is set by controls: 0 for no effect and ±100 for the full control effect; nearly all actives have a fitted effect of over 60% in size
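A549 ARE_Fluc cells (5000/well, 5% FBS OPTI-MEM) pre-incubated 2 h, then treated with compounds 18-24 h at 37C/5% CO2 in concentration-response. CellTiter-Fluor viability read first; BugLite luciferase luminescence after 15 min at room temperature gives Nrf2 activity.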
IL-1B inflam inh – inhibitors of inflammasome signaling (IL-1 beta secretion). activity change, % at 57.5 µM. THP-1 LPS/ATP IL-1B secretion, AlphaLISA, 16 h; hits give low values. 4.7% of 360,000 active; in the data active = activity change below about -50%; inconclusive = mostly about -30% to -49%; note: % is set by controls: 0 for no effect and ±100 for the full control effect
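THP-1 cells pretreated 1 hr with compounds (up to 57.5 uM final), then stimulated with LPS (250 ng/mL final) plus ATP (1.25 mM final); secreted IL-1B measured by AlphaLISA after 16 hr, decreased signal indicating inhibition.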
ATXN2 expr inh – ATXN2 expression inhibition. HEK-293 ATXN2-luciferase reporter, luminescence, 24 h. Potency, µM (highest dose often 57 µM), for the others: top-dose activity change, negative = inhibition, actives largely listed as inhibitors. 0.72% of 360,000 active. AID 1745845; note: potency is the fitted concentration of half-maximal effect; % is set by controls: 0 for no effect and ±100 for the full control effect; nearly all actives have a fitted effect of over 55% in size
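qHTS (up to 57 uM final) was run with 24 h compound exposure of reporter cells at 37 °C. Each well was multiplexed: SteadyGlo luminescence measured ATXN2-luciferase expression after a fluorogenic Gly-Phe-AFC viability readout (25 uM final).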
A549 viability – A549 cytotoxicity, counter-screen for Nrf2 inhibitors | 0.16% of 390,000 active | A549 ARE-Fluc cells, CellTiter-Fluor viability, 18-24 h | AID 504648 | Potency, µM (series often up to 46 µM), for inactives: at the top dose activity change, negative = cytotoxicity, most hits filed as inhibitors; note: potency is the fitted concentration of half-maximal effect; % is set by controls: 0 for no effect and ±100 for the full control effect
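A549 ARE_Fluc cells in 5% FBS OPTI-MEM were exposed to compounds in concentration-response for 18-24 h at 37 deg C. Viability was read by CellTiter-Fluor fluorescence (Ex 405/Em 525) after 30 min, before the luciferase read.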
* hit, by the source's call; i = inactive; u = inconclusive; x = not tested or not shown; [ ] = another dose, or the depositor's remark. Unless noted, calls come from the whole dose curve; as a rule, active = well fitted curve in the direction sought with a large enough effect; inconclusive = small, poorly fitted or top-dose-only effect, or another doubt; inactive = no such curve, though single readings can be large; an effect the other way counts as inactive or inconclusive.

SMILES | TGFb SMAD3 inh | Nrf2 activator | HepG2 tox | S2 tox | MCF10A rereplic | Nrf2 inh | IL-1B inflam inh | ATXN2 expr inh | A549 viability
O=C(Nc1ccc(S(=O)(=O)N2CCCC2)cc1)c1ccc([N+](=O)[O-])cc1 | 2.4% | 0.2% | -13.2% | i | -1.6% | u | 3.9 | -23.7% | -10.0%
Fc1cccc(CN2CCSCC2)c1 | 3.4% | -0.1% | 3.4% | i | -0.8% | 1.8% | 5.5 | 4.7% | 0.6%
CN(Cc1ccccc1)C(=O)c1ccc(CSc2nc3cccnc3n2Cc2ccccc2)cc1 | 20µM* | -4.8% | -74.4% | u | x | 20.6µM* | x | -13.6% | u
CCOC(=O)c1c(NC(=O)COC(=O)CNC(=O)c2ccc(Cl)cc2Cl)sc(C(=O)N(C)C)c1C | 25.0% | 0.2% | -19.4% | i | 1.1% | u | 16.0 | -3.0% | 8.6%
COc1ccc(-c2cc(-c3ccc(N)cc3)nc(N)c2C#N)cc1OC | u | 12.2% | -24.4% | x | 23.1µM* | -14.5% | 0.0 | 22.8% | 9.6%
Clc1nc(-c2ccccn2)nc2scc(-c3ccccc3)c12 | u | u | 1.7% | u | u | 5.2% | -60.0* | -17.1% | -8.2%
CC(C)N(C(=O)[C@H]1C[C@H](CC(=O)NCc2cccc(C(F)(F)F)c2)C(=O)N2CCc3c([nH]c4ccc(Cl)cc34)[C@]12C)C(C)C | -29.3% | 0.0% | -5.3% | i | -0.4% | u | -59.5* | 10.6% | u
COc1ccc(CN(C)C(=O)Cc2c[nH]c3ccccc23)cc1 | 1.3% | 3.0% | 0.8% | i | 4.1% | -0.2% | 41.1 | 12.8% | -6.6%
NC(N)=NN=Cc1ccnc2ccccc12 | 17.5% | -1.1% | -6.8% | i | x | x | -104.1* | -18.7% | x
COc1cccc2c(=O)n(CC(=O)N3CCCCCC3)ccc12 | -14.5% | -1.7% | -12.6% | i | 0.8% | -12.5% | -3.6 | -0.9% | -11.1%
O=C(/C=C/c1cccs1)c1ccc(NC(=O)c2ccccc2F)cc1 | 0.0% | 2.8% | -15.3% | i | -2.2% | 3.6% | 11.0 | 20.3% | -0.1%
CCOC(=O)C1CCCNC1=O (stereo unspecified) | -0.5% | -1.0% | 6.6% | i | -3.2% | 3.1% | 3.4 | 4.1% | -1.2%
CN(CC(=O)Nc1cccc(F)c1)C(=O)c1csc2c1CCCC2 | -12.8% | -0.9% | -21.2% | i | 12.8% | u | -4.1 | -18.7% | 1.7%
O=C(COc1ccc(S(=O)(=O)N2CCCCC2)cc1)NC1CCCCC1 | 17.9% | -0.4% | -19.3% | i | 14.9% | x | 1.7 | -1.3% | 9.8%
CCNC(=O)c1cc(Br)ccc1Cl | 13.3% | -0.3% | 9.9% | i | 17.1% | -7.2% | -7.9 | -4.9% | 5.8%
O=C(NCc1ccccc1)C1=C[C@H](c2ccc(C(F)(F)F)cc2)C[C@H](OCc2ccc(CO)cc2)O1 | u | 7.6% | -27.6% | u | u | -1.7% | -21.4 | -15.3% | -4.2%
O=C1CN(C(=O)CSc2nc(-c3ccc(Cl)cc3)cs2)c2ccccc2N1 | u | 4.4% | -54.6% | i | u | 23.1µM* | -15.0 | x | 1.3%
CCOC(=O)C1(CCc2ccccc2)CCN(C(=O)CCc2cnccn2)CC1 | -3.9% | 0.1% | -20.0% | i | 0.2% | u | 28.7 | 57.3%[activator] | -8.9%
Cc1ccc(NC(=O)Cc2c(Cl)cccc2Cl)cc1S(=O)(=O)N(C)C | -19.1% | 0.1%[9.22 µM] | -22.2% | i | 23.0% | -2.3% | 0.0 | -2.4% | -6.8%
O=C(Nc1ccc([N+](=O)[O-])cc1)c1ccc(Cn2cc([N+](=O)[O-])cn2)cc1 | -21.4% | -0.1% | -23.2% | u | u | 18.4µM* | -7.7 | x | -14.3%
Nn1c(SCc2ccc([N+](=O)[O-])cc2)nc2ccccc2c1=O | 4.8% | -0.3% | -21.1% | i | -0.6% | -21.4% | 4.2 | x | 7.3%
Cc1ccc(C(=O)OCC(=O)Nc2nc(-c3ccccc3)cs2)cc1NC(=O)c1ccco1 | u | 8.4% | -1.8% | x | u | u | -80.4* | -25.1% | 3.7%
COc1ccc(OC)c(NC(=O)C2CCN(Cc3cnn(-c4ccccc4)c3-n3cccc3)CC2)c1 | u | 5.0% | -0.9% | i | 13.3% | u | -5.9 | -15.4% | 1.0%
O=C(COC(=O)/C=C/c1ccc(OC(F)F)cc1)Nc1ccc2[nH]c(=O)[nH]c2c1 | -2.4% | -0.1% | 3.6% | i | -2.0% | 17.0% | 4.1 | 2.2% | -7.7%
CCOC(Cn1ccc(=O)[nH]c1=O)OCC | -11.2% | -1.0% | -9.4% | i | -2.1% | -11.4% | 0.0 | x | -6.7%
COc1ccc(C(=O)Nc2cccc(-c3cnc4ccccc4n3)c2)cc1 | 4.7% | -0.3% | 2.6% | u | 5.9% | 1.5% | -9.3 | -8.7% | -11.5%
CCCN1CN=C(Nc2nc3ccccc3o2)NC1 | 4.8% | 2.1% | -9.8% | i | 1.1% | u | 16.4 | 34.5%[activator] | -4.5%
CC(C)NC(=O)c1cc(=O)n(C)c(=O)n1C | 3.2% | 2.5% | 7.9% | i | -3.1% | 21.6% | 17.0 | -4.1% | 10.1%
O=C(NC(=S)NNC(=O)c1ccccc1O)c1ccco1 | 12.7% | 19.7% | -21.5% | i | 8.2% | 1.3% | 22.5 | -16.7% | 4.5%
COc1ccc(C(=O)OCC(=O)NCCc2ccc(F)cc2)cc1S(=O)(=O)N1CCOCC1 | 7.2% | 0.1% | -7.5% | u | -9.8% | 11.1% | 5.0 | -1.6% | 0.5%
Nc1nc2ccccc2n1S(=O)(=O)c1ccc(Cl)cc1 | -27.9% | 3.4% | -13.5% | i | x | x | -15.9 | 0.0% | x
CC(C)NC(=O)c1ccc(Cn2c(=O)c3cccn3c3cccnc32)cc1 | -19.0% | -0.5% | -3.6% | x | x | u | x | x | -0.9%
COc1ccc(N(CC(=O)Nc2cccc(C(F)(F)F)c2)S(C)(=O)=O)cc1 | -5.1% | 2.9% | -40.7% | i | -1.2% | 13.3% | 4.2 | 4.6% | x
CCCN1CNC(=S)N(CC2CCCO2)C1 (stereo unspecified) | 10.2% | -0.2% | 27.3% | i | -6.4% | 8.2% | 11.0 | -14.5% | 7.3%
COc1ccc([C@H](NC(=O)OC(C)(C)C)C(=O)OC(C)(C)C)cc1 | -20.6% | -0.5% | 6.1% | i | -7.4% | -14.3% | 12.6 | -3.0% | 2.5%
COC1(OC)C(=N/O)/C(=N\O)CCC1O (stereo unspecified) | 1.6% | 0.0% | -15.9% | i | 16.4µM* | 5.0% | 15.6 | 11.9% | 0.1%
Cc1ccc(S(=O)(=O)N2CCN(C(=O)Cc3ccccc3)CC2)cc1C | 5.8% | 0.3% | 7.1% | i | 18.6% | -11.2% | -2.9 | -4.7% | 2.9%
O=C(Nc1ccc(N2CCCCC2)cc1)c1cc([N+](=O)[O-])cc([N+](=O)[O-])c1 | -1.8% | -0.8% | 6.6% | i | 0.7% | 13.9% | 23.2 | 0.2% | -0.8%
CN(Cc1ccccc1)C(=O)c1ccc(NC(=O)Cc2ccc(NC(=O)C3CCN(C(=O)CCc4ccccc4)CC3)cc2)cc1 | -30.3% | 2.2% | -10.1% | i | 14.6µM* | u | 22.9 | -24.0% | 5.2%
CC(C)(C)NC(=O)CCN1CCOCC1 | 31.0% | -0.3% | -18.5% | i | -1.7% | 23.5% | 7.2 | 4.4% | -1.6%

Part of the list above in another layout.
Results follow in this order: TGFb SMAD3 inh, Nrf2 activator, HepG2 tox, S2 tox, MCF10A rereplic, Nrf2 inh, IL-1B inflam inh, ATXN2 expr inh, A549 viability
> O=C(COC(=O)/C=C/c1ccc(OC(F)F)cc1)Nc1ccc2[nH]c(=O)[nH]c2c1
 : -2.4%, -0.1%, 3.6%, i, -2.0%, 17.0%, 4.1, 2.2%, -7.7%
> CCOC(Cn1ccc(=O)[nH]c1=O)OCC
 : -11.2%, -1.0%, -9.4%, i, -2.1%, -11.4%, 0.0, x, -6.7%

Next section.
SMILES | TGFb SMAD3 inh | Nrf2 activator | HepG2 tox | S2 tox | MCF10A rereplic | Nrf2 inh | IL-1B inflam inh | ATXN2 expr inh | A549 viability
CCCCOc1ccc(C(=O)NCC(=O)N2CC(C)CC(C)C2)cc1 (stereo unspecified) | 2.1% | -0.6% | -49.5% | i | -2.1% | 0.2% | -5.0 | -17.5% | -0.8%
COCCNC(=O)C(c1cccs1)N(C(=O)Cn1nnc2ccccc21)c1ccc2c(c1)OCO2 (stereo unspecified) | 0.6% | -0.4% | -2.9% | i | 0.1% | 0.3% | -25.1 | 5.8% | -5.0%
O=C(O)CCSc1ncnc2sc(-c3ccccc3)cc12 | 15.9% | -2.4% | -15.8% | i | 17.4% | 2.06µM* | 7.7 | 2µM* | -14.4%
COc1cccc(CN2CCN(c3ccc(F)cc3)C2=O)c1 | 0.4% | 2.1% | -4.9% | i | -2.3% | 5.2% | -51.4* | -12.4% | 10.4%
Cc1cc(C(=O)CCC(=O)N(C)CC(=O)Nc2ccccc2Br)c(C)s1 | -13.5% | 1.5% | -10.1% | i | 3.5% | 7.2% | -5.6 | 5.0% | 2.7%
CC(C)c1ccc(N2C(=O)CSC23C(=O)N(C)c2ccccc23)cc1 (stereo unspecified) | 39.0%[activator] | -1.1% | -7.1% | i | x | 0.3% | x | 5.2% | 3.1%
C/C(=N\NC(=S)Nc1ccc(F)cc1)C1CC1 | u | 3.7% | -46.4% | i | 3.1% | 17.7% | 3.1 | 2.3% | -0.6%
N#CCCN(Cc1cccnc1)C(=O)Nc1cccc(Cl)c1 | -5.8% | -0.1% | 1.2% | i | -0.5% | x | 19.2 | -3.1% | 13.6%
